Screening results deposited in PubChem by several laboratories.
MDM2 E3 inh – inhibitors of human Mdm2 E3 ubiquitin ligase. Q00987. cell-based MDM2 ubiquitination luciferase reporter, 2 h; 0 = plate control, 100 = twice control, blank-subtracted. signal enhancement, % at 5 µM. 0.11% of 210,000 active. AID 1230;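 active means signal enhancement of 30% or more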;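 further: luminescence tracks abundance of the self-degrading MDM2-luciferase fusion protein; higher signal means inhibition of MDM2 E3 ligase activity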
Target sequence (Q00987 whole entry, looked up, the tested form may be a part): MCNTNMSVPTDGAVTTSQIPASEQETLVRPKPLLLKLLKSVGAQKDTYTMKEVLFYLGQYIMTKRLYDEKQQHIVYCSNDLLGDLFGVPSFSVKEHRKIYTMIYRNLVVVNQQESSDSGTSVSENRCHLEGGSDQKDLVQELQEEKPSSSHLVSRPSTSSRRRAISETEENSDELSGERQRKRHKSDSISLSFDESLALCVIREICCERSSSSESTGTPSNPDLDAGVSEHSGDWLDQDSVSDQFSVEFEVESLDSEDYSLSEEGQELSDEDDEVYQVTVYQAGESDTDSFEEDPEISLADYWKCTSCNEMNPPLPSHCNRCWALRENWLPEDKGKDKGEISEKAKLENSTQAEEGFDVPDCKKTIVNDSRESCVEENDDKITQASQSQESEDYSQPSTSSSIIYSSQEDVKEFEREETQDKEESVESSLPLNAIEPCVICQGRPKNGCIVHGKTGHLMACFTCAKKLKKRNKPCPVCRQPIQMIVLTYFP
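Assay system: mammalian cells stably expressing self-ubiquitinating, self-degrading MDM2 E3–luciferase fusion. Quantity: 2000 cells in each well. Medium: DMEM culture medium. Compound dosing: single-point 5 µM. Timing: cell settling 4 h, compound treatment 2 h, both 37 °C. Technique: luciferase luminescence. Read-out basis: percent signal gain over controls, blank-subtracted. Benchmarks: plate controls and plate blanks.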
Runt-SMMHC FRET – Runt domain-CBFb-SMMHC interaction inhibition; Cerulean-Runt/Venus-CBFb-SMMHC FRET ratio 530/480, 1 h; Q01196+Q13951; inhibition, % at 20 µM; 0.74% of 220,000 active;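 active means mean inhibition across duplicate retests at 20 µM reaching about 50%, limit read from the data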;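 further: 0% = DMSO wells and 100% = wells with excess untagged CBFb-SMMHC; inhibitors lower the FRET ratio by blocking Runt binding to CBFb-SMMHC; some results filed as inactive read as strong as hits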
Hck Nef HTS – blocks Nef-activated human Hck kinase | Recombinant Hck-YEEI plus Nef, Z-Lyte FRET kinase assay | AID 463187 | 0.68% of 220,000 active | inhibition, % at 20 µM;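 active means Hck-Nef kinase inhibition above about 50%, limit read from the data; inactive means inhibition below that limit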;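 further: 0% = DMSO with Hck plus Nef and 100% = Hck alone without Nef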
Target sequence (P08631 whole entry, looked up): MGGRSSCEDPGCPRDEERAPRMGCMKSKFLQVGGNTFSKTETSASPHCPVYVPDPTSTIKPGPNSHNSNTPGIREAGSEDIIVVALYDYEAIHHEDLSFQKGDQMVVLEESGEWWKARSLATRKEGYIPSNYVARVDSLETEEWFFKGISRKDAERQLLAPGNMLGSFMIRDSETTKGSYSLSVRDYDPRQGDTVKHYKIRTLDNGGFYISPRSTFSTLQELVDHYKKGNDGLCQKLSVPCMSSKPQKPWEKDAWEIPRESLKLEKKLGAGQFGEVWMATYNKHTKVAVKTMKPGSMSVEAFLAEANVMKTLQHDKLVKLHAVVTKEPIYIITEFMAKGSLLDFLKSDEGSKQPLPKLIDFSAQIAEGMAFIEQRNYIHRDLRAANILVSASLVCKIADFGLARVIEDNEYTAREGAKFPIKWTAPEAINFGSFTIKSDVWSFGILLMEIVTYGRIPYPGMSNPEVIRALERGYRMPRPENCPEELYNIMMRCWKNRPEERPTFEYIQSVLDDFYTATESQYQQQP
TbHK1 inh – T. brucei hexokinase 1 inhibition; 0.11% of 220,000 active; inhibition, % at 10 µM; recombinant TbHK1, G6PDH-coupled NADH A340;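 active means inhibition of 50% or more in the single-dose primary screen; inactive means inhibition below 50%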
Runt-CBFb FRET – Runt domain-CBFb interaction inhibition; Q01196+Q13951; Cerulean-Runt/Venus-CBFb FRET ratio 530/480, 1 h; inhibition, % at 20 µM; 0.46% of 220,000 active; AID 1496;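 active means inhibition over about 50% at 20 µM in the single-dose screen, limit read from the data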;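 further: 0% = DMSO wells and 100% = excess unlabeled CBFb competitor control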
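Doses: 20 µM compound in 1% DMSO | Material: Cerulean-labeled Runt domain protein | Amount: Each fluorescent fusion protein 100 nM | Schedule: Two 1 h room-temperature incubations shielded from light | Measured by: FRET fluorescence | Evaluation: Loss of energy transfer signal | Controls: Unlabeled CBFb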
zVAD death inh – L929 zVAD cell death inhibition. 0.38% of 220,000 active. viability rescue, % at 10 µM. L929 zVAD necroptosis rescue, ATP luminescence, 24 h; with zVAD 60 µM;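 active means activation, scaled between plate controls, above about 75%, limit read from the data; inactive means activation under that limit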;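 further: 0% = zVAD with DMSO and 100% = DMSO alone without zVAD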
14-3-3 Bad inh – disrupts binding of bovine 14-3-3 zeta to phospho-Bad peptide; AID 781; TR-FRET 14-3-3zeta/Dy647-pBad peptide displacement, 1 h; P63103; inhibition, % at 21.7 µM; 0.71% of 220,000 active;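 active means inhibition above about 70%, limit read from the data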;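 further: 0% = full 14-3-3 plus peptide FRET controls and 100% = background without 14-3-3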
p47phox inh – blocks human p47phox regulatory protein of NADPH oxidases; inhibition, % at 24.7 µM; p47phox/p22phox peptide binding, fluorescence polarization, 2 h; AID 1274; P14598; 0.53% of 220,000 active;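 active means inhibition above about 30%, limit read from the data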;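 further: 0% = p47phox with labelled peptide and 100% = labelled peptide alone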
EBV gp42 inh – blocks Epstein-Barr virus glycoprotein 42 binding. Fluorescence polarization binding assay, mP read-out. inhibition, % (tested at 21.74 µM). 0.42% of 220,000 active; in the data active means inhibition above about 50%
Starred values were filed as active, the others as inactive; · = not tested or not shown; [ ] = dose if it differs, or a comment.

molecule	TbHK1 inh	MDM2 E3 inh	Hck Nef HTS	p47phox inh	EBV gp42 inh	Runt-SMMHC FRET	14-3-3 Bad inh	Runt-CBFb FRET	zVAD death inh
Cc1onc(-c2c(F)cccc2Cl)c1C(=O)NC(=S)NC1CCSC1=O (stereo not given)	-7	7	3	-2	1	4	-13	2	0.8
COc1cnn(Cc2ccccc2)c(=O)c1SCc1ccccc1	-8	7	8	-4	-7	3	8	-2	-0.8
CC(C)Oc1ccc(CNCCC2(C(C)C)CCOC(C)(C)C2)cc1 (stereo not given)	15	-5	-1	-6	-5	2	-4	1	-0.7
COc1ccc(C(=O)n2nc(-c3ccco3)nc2N)cc1	0	·	-3	-26	-4	3	6	7	0.0
CC1CCCCN1C(=O)CSc1nc(N)cc(=O)[nH]1 (stereo not given)	-1	-14	3	-11	10	5	13	2	0.0
CCOC(=O)c1c(NC(=O)C[n+]2ccc(N(C)C)cc2)sc(C)c1C	-12	-14	19	3	0	0	-9	2	4.6
CCOCCCNC(=O)C(c1ccc(C)cc1)N(Cc1cccs1)C(=O)c1ccccn1 (stereo not given)	-3	-14	22	-5	-3	-3	-6	0	0.9
CCOC(=O)N1CCC(N(C(=O)Nc2ccccc2)C(C)CC)CC1 (stereo not given)	-3	-9	0	-4	-29	-3	-10	-2	0.2
Brc1cccc(OCCOCCn2ccnc2)c1	-3	-8	1	1	-5	3	69	2	0.3
Cc1cc(C)c2c(n1)nn1c(-n3ccnc3)cc(C)nc21	-23	-15	5	·	·	33	·	20	-0.7
Cc1ccc(Nc2nc(N)nc(CN3CCN(Cc4ccccc4)CC3)n2)cc1Cl	-9	-6	15	-1	2	2	-2	3	-0.3
O=C1NCCCC1C(=O)N1CCCCC1 (stereo not given)	-5	-16	22	-4	-8	0	-3	0	0.9
O=[N+]([O-])c1cccc(-c2ccc(C(=S)N3CCOCC3)o2)c1	-13	-17	15	-3	-10	-4	-10	11	-0.2
COc1ccc(-c2nn(-c3ccccc3)cc2/C=C2/SC(=S)N(Cc3ccco3)C2=O)c(C)c1	-15	3	0	-19	-31	-105	0	-21	0.2
O=C(O)c1cc(S(=O)(=O)Nc2ccc3oc(=O)sc3c2)ccc1O	11	-9	8	-3	4	8	21[fluorescence artefact?]	50	1.4
O=C(NCc1ccco1)C1CCCN(S(=O)(=O)c2ccc(-n3cnnn3)cc2)C1 (stereo not given)	2	5	-10	-12	8	-10	10[fluorescence artefact?]	-1	-0.2
COc1ccc(OC)c(C2CC(=O)N3CN(c4cccc(Cl)c4)CSC3=C2C#N)c1 (stereo not given)	-8	-17	1	-17	2	51	-2	-8	-0.5
CNC(=O)CN(c1ccc2c(c1)OCCO2)S(C)(=O)=O	2	-11	-2	-10	2	-2	6[fluorescence artefact?]	0	0.3
Cc1cccc(N2CCN(C(=O)c3ccncc3)CC2)c1C	0	1	1	-1	-16	-3	-7	-1	1.2
Cc1ccc(CN2CCN(Cc3cccn3-c3ccccn3)CC2CCO)o1 (stereo not given)	-4	-9	4	3	-13	1	-21	-1	-0.4
COc1ccc(N/N=C/c2c(C(=O)O)ccc3ccccc23)cc1	-4	·	0	-22	9	-10	-1	-1	40
COC(=O)C1=C(C)N=c2s/c(=C/c3cccs3)c(=O)n2C1c1ccc(F)cc1 (stereo not given)	-15	-10	7	-28	13	-91	-10	-20	-0.4
Brc1ccc(-c2nn3c(-c4ccccn4)nnc3s2)o1	-10	3	-1	-7	22	13	6	13	0.1
O=C(Nc1cccc(S(=O)(=O)N2CCOCC2)c1)c1ccc2ccccc2n1	-14	·	4	-12	-8	2	4	2	-0.2
COC(=O)C1=C(C)Nc2ncnn2C1c1ccc(C)o1 (stereo not given)	-9	-5	21	-3	-12	-2	9	0	0.1

2 of the compounds above, field by field:
COc1ccc(C(=O)n2nc(-c3ccco3)nc2N)cc1
- TbHK1 inh: 0
- MDM2 E3 inh: ·
- Hck Nef HTS: -3
- p47phox inh: -26
- EBV gp42 inh: -4
- Runt-SMMHC FRET: 3
- 14-3-3 Bad inh: 6
- Runt-CBFb FRET: 7
- zVAD death inh: 0.0

CCOC(=O)c1c(NC(=O)C[n+]2ccc(N(C)C)cc2)sc(C)c1C
- TbHK1 inh: -12
- MDM2 E3 inh: -14
- Hck Nef HTS: 19
- p47phox inh: 3
- EBV gp42 inh: 0
- Runt-SMMHC FRET: 0
- 14-3-3 Bad inh: -9
- Runt-CBFb FRET: 2
- zVAD death inh: 4.6

(next part)
molecule	TbHK1 inh	MDM2 E3 inh	Hck Nef HTS	p47phox inh	EBV gp42 inh	Runt-SMMHC FRET	14-3-3 Bad inh	Runt-CBFb FRET	zVAD death inh
Cc1cc(C(=O)Nc2cccc([N+](=O)[O-])c2)c(C)o1	-8	0	2	-1	-1	-4	-3	-2	0.7
Cc1ccc(S(=O)(=O)N2CCCOC2CNC(=O)C(=O)NCc2cccs2)cc1 (stereo not given)	-7	-14	1	-11	-10	-2	4	-2	-0.1
N#Cc1nc(COc2ccccc2)oc1NCCCn1ccnc1	4	·	1	7	-8	-1	-9	-2	-0.2
O=C1c2cccnc2C(O)N1Cc1ccccc1 (stereo not given)	0	-2	3	-1	-23	2	3	0	0.1
CC(C)C(=O)NC(=O)[C@@H]1CCCN1C(=O)/C=C/c1ccccc1	6	·	-3	1	-11	0	-4	1	5.7
Cc1cc(=O)[nH]c(Nc2cccc(C(F)(F)F)c2)n1	17	-62	3	4	-14	-4	5	-2	0.2
CCCN1C(=O)c2cc(C(=O)NC3CCCC3)ccc2C1O (stereo not given)	-4	-6	1	9	-12	4	10	2	1.8
O=C(COc1ccc(Cl)cc1)NNC(=O)c1cccnc1	-2	5	19	-8	-8	-1	-9	0	3.3
Cc1ccccc1NC(=O)Cn1cnc2c(oc3nc4c(cc32)COC(C)(C)C4)c1=O	1	2	3	1	-8	2	2	-1	0.3
O=C(C1=C[C@H](c2coc3ccccc3c2=O)C[C@H](OCc2ccc(CO)cc2)O1)N1CCN(Cc2ccccc2)CC1	-15	·	9	·	-2	-6	-1	-2	0.1
CC(C)COP(=O)(c1ccc(N(C)C)cc1)C(Nc1ccccc1)c1ccccc1 (stereo not given)	-1	-18	0	-2	13	1	-11	-4	1.1
Cc1c(C(c2ccc(O)cc2)c2c(C)n(C)n(-c3ccccc3)c2=O)c(=O)n(-c2ccccc2)n1C	3	-6	-14	-6	5	0	7	0	0.3
CC(NC(=O)c1ccco1)C1CCCO1 (stereo not given)	-7	-17	-1	1	-9	-4	2	-1	-0.2
Cc1nc(SCC(=O)NC(=O)NCc2ccco2)nc(C)c1C	-4	-6	4	-4	-4	-3	-10	4	0.4
Cc1cccc(-c2nnc(SCCOc3ccc4c(C)cc(=O)oc4c3)o2)c1	-10	-22	-17	13	-8	-2	-6	-2	0.1
CC(C)c1nc2sc3c(=O)n(N)cnc3c2c2c1COC(C)(C)C2	-6	-11	3	-3	-27	2	-1	0	0.3
O=S(=O)(c1ccc(F)cc1)N1CCN(c2ncccn2)CC1	-9	-6	9	-1	-12	1	-2	2	-0.5
O=C(CSc1ccccc1C(=O)O)Nc1cccc(C(=O)O)c1	-2	-4	1	-6	-28	3	2	-3	2.0
COc1cc(/C=N/NC(=O)Cc2c[nH]c3ccccc23)cc(OC)c1OC	-7	13	27	2	-5	-3	-22	0	0.8
CCCCOc1ccc(NC(=O)C(=O)NCCC2=CCCCC2)cc1	21	-29	-22	-6	-12	-2	2	0	1.6
Cc1nnc2n(-c3ccccc3)c(=O)c3c4c(sc3n12)COC(C)(C)C4	-1	-9	4	-10	-11	1	-4	-1	0.0
O=C(NNc1nc(-c2ccccc2)cs1)c1ccco1	37	-4	1	3	-5	3	5	23	0.7
Cc1nn(C)cc1C1C(C#N)=C(N)N(c2ccc(F)c([N+](=O)[O-])c2)C2=C1C(=O)CCC2 (stereo not given)	-6	-8	6	-18	-22	-1	0[fluorescence artefact?]	3	0.7
COc1ccc2nc(/C=N/NC(=O)[C@H](CCSC)NC(=O)OC(C)(C)C)ccc2c1	-25	10	6	-18	-15	-1	3	-7	0.3
CC(C)CCNC(=O)c1ccc2c(c1)ncn2C1CCCCC1	9	-8	5	0	-5	4	3	-2	0.5

Other structures
molecule	TbHK1 inh	MDM2 E3 inh	Hck Nef HTS	p47phox inh	EBV gp42 inh	Runt-SMMHC FRET	14-3-3 Bad inh	Runt-CBFb FRET	zVAD death inh
COc1ccc(-c2nnc3ccc(SCC(=O)Nc4cc(C)on4)nn23)cc1OC	-3	-10	3	-14	1	-2	-11	-1	2.8
CCC1(C(=O)c2ccccc2)C2c3cc(Br)ccc3OC(=O)C21C(=O)N1CCOCC1 (stereo not given)	-3	-7	0	2	-6	-10	4	-4	1.2
CC1CCC(C(=O)NC(C(=O)NCCCN2CCOCC2)C(C)C)CC1 (stereo not given)	-3	-17	1	2	-4	1	-21[fluorescence artefact?]	-3	1.8
Oc1cc(O)c2c(c1)O[C@H](c1ccc(O)c(O)c1)[C@@H](O)C2	-9	-5	38	-11	3	2	3	8	0.1
O=C(CCSCc1cccc(Cl)c1)NC1CCCC1	-6	·	1	-16	-3	-3	-4	1	0.1
O=C(CCc1nc2ccccc2s1)c1ccccc1	10	-10	1	-13	11	-11	-9[fluorescence artefact?]	-4	0.6
COC(=O)CSc1nnc(CNC(=O)c2ccccc2F)n1-c1ccccc1	9	4	-28	-3	1	0	4	-16	4.6
O=C(NCc1ccccc1)c1c(F)c(F)c(F)c(F)c1F	-3	-4	-1	-3	-16	-3	-4	2	0.1
CCN(CC)S(=O)(=O)c1ccc(C(=O)NNC(=O)c2cccs2)cc1	-12	-8	2	-4	-21	3	1	2	-0.1
COc1ccccc1NS(=O)(=O)c1cccc(-n2c(O)c(C=Nc3ccccc3C(=O)O)c3ccccc3c2=O)c1	14	-9	62*	-47	14	3	9	-3	0.4
O=C(NCc1nnc(SCC(=O)N2CCCc3ccccc32)o1)c1ccccc1F	-1	0	19	8	9	-2	-8	0	-2.1
O=C(CCc1ccccc1)N1CCN(c2ccc([N+](=O)[O-])cc2)CC1	-9	-8	22	-13	-19	-7	-5	0	0.1
[O-][n+]1onc2c1CCc1[nH]c(-c3ccccc3)nc1-2	-20	-19	19	3	-10	-1	-12	1	1.7
COc1cc(NS(=O)(=O)c2ccc(OC)c(OC)c2)cc(OC)c1	1	17	-2	-13	-14	0	-2	-2	0.6
Cn1nc(C(F)(F)F)c(-c2ccc(F)cc2)c1NC(=O)c1ccco1	-12	-4	26	1	2	-1	5	0	0.5
CN(C)c1ccc(C(CNS(=O)(=O)c2ccc(F)cc2)c2c[nH]c3ccccc23)cc1 (stereo not given)	6	-1	2	-31	-12	1	-35	1	2.4
O=C(c1cc2nc(-c3ccc(F)cc3)cc(C(F)(F)F)n2n1)N1CCCCC1c1cccnc1 (stereo not given)	-12	-21	16	-5	-2	-5	-7	-5	0.4
Cc1ccc(C(=O)Oc2ccc([N+](=O)[O-])cc2)cc1S(=O)(=O)N1CCCCCC1	1	-1	2	-8	-10	2	-6	0	0.5
O=C(Nc1ccc(OCc2ccccc2)cc1)c1cccnc1	-9	-8	-2	2	13	3	-8	0	0.0
CCCCOc1ccc(C(=O)N/C(=C/C=C/c2ccccc2)C(=O)NCCO)cc1	-39	1	1	-2	-5	-7	-7	2	-0.4
